Screens deposited in PubChem BioAssay by several laboratories.
FBA Mtb inh: Mtb fructose-bisphosphate aldolase inhibition. inhibition, % at 1 µM. purified M. tuberculosis FBA, fluorescence read-out. AID 588726. P9WQA3. 2.3% of 360,000 active; in the data active = inhibition above about 27%;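 also: 0% = vehicle and 100% = reference inhibitor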
Target sequence (P9WQA3 whole entry, looked up): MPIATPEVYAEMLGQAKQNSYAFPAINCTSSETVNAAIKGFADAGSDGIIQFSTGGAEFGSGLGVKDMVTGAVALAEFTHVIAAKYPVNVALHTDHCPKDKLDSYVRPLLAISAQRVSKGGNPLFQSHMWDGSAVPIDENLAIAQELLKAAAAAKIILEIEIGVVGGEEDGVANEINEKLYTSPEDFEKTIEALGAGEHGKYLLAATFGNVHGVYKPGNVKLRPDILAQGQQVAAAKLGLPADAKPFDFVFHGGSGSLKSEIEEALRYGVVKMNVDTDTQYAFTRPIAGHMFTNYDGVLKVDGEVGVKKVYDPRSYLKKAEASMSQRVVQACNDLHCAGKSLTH
FadD28 binding: blocks FadD28 binding to the bisubstrate probe. fluorescence polarization. inhibition, % at 12.5 µM. 0.22% of 360,000 active. AID 588549; in the data active = inhibition above about 8.5%, passing the limit was not always enough
Mtb UGM inh: blocks M. tuberculosis UGM enzyme; P9WIQ1; purified UGM, fluorescence polarization probe displacement; inhibition, % at 10 µM; 0.06% of 320,000 active; AID 504406; in the data active = inhibition above about 10%, passing the limit was not always enough
Target sequence (P9WIQ1 whole entry, looked up): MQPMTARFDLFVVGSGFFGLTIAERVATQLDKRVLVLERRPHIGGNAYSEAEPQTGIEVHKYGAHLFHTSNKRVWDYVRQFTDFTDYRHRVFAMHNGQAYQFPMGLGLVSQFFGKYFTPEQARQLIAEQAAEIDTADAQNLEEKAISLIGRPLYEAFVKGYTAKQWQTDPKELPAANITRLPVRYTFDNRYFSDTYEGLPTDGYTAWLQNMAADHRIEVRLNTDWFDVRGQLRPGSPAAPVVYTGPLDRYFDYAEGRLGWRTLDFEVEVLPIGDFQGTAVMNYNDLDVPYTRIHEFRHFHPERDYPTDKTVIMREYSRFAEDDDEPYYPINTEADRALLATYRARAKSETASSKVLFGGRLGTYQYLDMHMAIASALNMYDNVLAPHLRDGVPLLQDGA
Y pestis TopoI: Y. pestis Topo-I inhibition via cleavage products; Y. pestis Topo-I cleavage product accumulation, plate reader; 0.064% of 360,000 active; activity, % at 10 µM; in the data active = activity above about 50%, passing the limit was not always enough; also: inactives centre near 2
BioA inh: BioA (M. tuberculosis) enzyme inhibition. purified M. tuberculosis BioA enzyme, plate reader. inhibition, % at 9.99 µM. 0.096% of 360,000 active; in the data active = inhibition above about 40%
BH1578 lux ind: quorum light induction in luxS cqsA deficient V. cholerae | V. cholerae BH1578 lux reporter, luminescence, 6 h | activation, % at 18.7 µM | 0.16% of 350,000 active; in the data active = activation mostly above about 9.7%, no sharp cut-off; also: not every result past the cut was called active; inactives centre near 0; reference of the scale not given here
PfHsp40 yeast: rescue of PfHsp40-mediated yeast toxicity; S. cerevisiae expressing PfHsp40, growth rescue, ATP luminescence; growth rescue, % at 12.5 µM; 0.68% of 340,000 active; AID 504582; in the data active = growth rescue above about 28%, passing the limit was not always enough;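 also: yeast W303a lacking pdr1 and pdr3 grown in galactose medium; growth measured after three days at 30 °C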
GDH-TPI counter: inhibits GDH-TPI coupling enzymes, artifact for Mtb FBA screen | AID 588335 | inhibition, % at 4.8 µM | GDH-TPI coupled enzyme counterscreen, NADH absorbance | 1.2% of 360,000 active; in the data active = inhibition above about 30%;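 also: 0% = DMSO wells and 100% = wells lacking the enzyme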
TcdB GH inh: blocks C. difficile toxin B glycohydrolase activity; AID 652162; 0.24% of 350,000 active; P18177; TcdB glycohydrolase enzymatic assay, plate reader; inhibition, % at 9.99 µM; in the data active = inhibition above about 10%
The depositor's hits bear a star; i = inactive; . = no result given.

1. CC1=C(C(=O)N(C(C)C)C(C)C)CC(CC(=O)NC(c2ccccc2)c2ccccc2)C(=O)N1CCCN1CCCC1=O (stereo unspecified)
2. CCCN1C(=O)/C(=C\c2ccncc2)SC1=Nc1ccccc1
3. CCCn1c(SCC(=O)Nc2ccc(OCC)cc2)nnc1C(C)C
4. O=C(Cc1ccccc1)NCCc1cn2ccsc2n1
5. O=C(CN(C(=O)Cn1nnc(-c2ccc(F)cc2)n1)c1ccc(F)cc1)NC1CCCC1
6. N#Cc1nc(-c2cccc3ccccc23)oc1NCCN1CCOCC1
7. O=C(NC1CC1)c1ccc(-c2nc3ccccc3s2)s1
8. Cc1ccc(N2C(=O)C3CCCN3C2=S)c(C)c1 (stereo unspecified)
9. O=C(O)c1cccc(S(=O)(=O)NCc2cccs2)c1
10. c1ccc(COn2c(-c3ccccc3)nc3c2CCc2nonc2-3)cc1
assay / entry | 1 | 2 | 3 | 4 | 5 | 6 | 7 | 8 | 9 | 10
TcdB GH inh | 0.5 | . | . | 0.0 | -5.2 | 1.9 | . | 1.3 | . | .
BH1578 lux ind | . | -0.2 | 7.7 | i | -9.4 | -0.4 | i | -0.3 | i | -1.5
FadD28 binding | -5.5 | 1.5 | 1.6 | -5.0 | -0.2 | -0.1 | -0.5 | -2.7 | -1.8 | -0.3
PfHsp40 yeast | . | 2.5 | -1.4 | 0.4 | 0.9 | -0.6 | 0.2 | -0.1 | -1.1 | -0.3
BioA inh | -1.7 | . | -0.6 | -1.3 | -0.2 | 0.9 | . | -1.3 | 0.2 | -1.8
FBA Mtb inh | -3 | 0 | 8 | -3 | -2 | 122* | 7 | 2 | -3 | 53*
Y pestis TopoI | . | 3 | 9 | 9 | 17 | 15 | 1 | 3 | 3 | 4
GDH-TPI counter | . | 17 | 6 | -7 | -7 | 33* | 23 | 5 | 8 | 0
Mtb UGM inh | . | 0.3 | -2.3 | -0.7 | 2.6 | -0.7 | 0.3 | 3.3 | -0.6 | -0.1

11. Cc1ccc2nc(-c3ccc(O)cc3)oc2c1
12. CCN(CC(=O)Nc1c(F)cccc1F)C(=O)c1ccccc1F
13. COc1ccc(C(=O)NNC(=O)c2ccc(C(C)(C)C)cc2)cc1
14. CC12CCC(C(=O)NCc3ccco3)(OC1=O)C2(C)C (stereo unspecified)
15. Cc1cc(C)c(-n2[nH]nnc2=S)c(C)c1
16. CCOc1ccc(C(=O)Nc2ccccc2CC)cc1[N+](=O)[O-]
17. S=c1[nH]nc(COc2ccccc2)n1/N=C/c1ccc(Br)s1
18. Cc1ccc(OCc2nc(-c3ccc(-n4cccc4)cc3)no2)cc1C
19. O=C(CCCCC(=O)NC1CCCC1)NC1CCCC1
20. CCOC(=O)C1(P(=O)(c2ccc(Cl)cc2)c2ccc(Cl)cc2)CCC1
assay / entry | 11 | 12 | 13 | 14 | 15 | 16 | 17 | 18 | 19 | 20
TcdB GH inh | 1.0 | -0.7 | 1.7 | 0.6 | 0.4 | 2.4 | . | 7.8 | . | .
BH1578 lux ind | 0.2 | i | -0.3 | -7.1 | -0.8 | i | . | . | 4.0 | -0.2
FadD28 binding | -0.9 | -1.0 | -4.0 | -1.4 | -0.8 | -1.4 | -0.6 | -1.8 | -1.3 | -2.1
PfHsp40 yeast | 0.8 | -0.7 | 0.5 | -0.1 | -0.9 | 3.5 | 6.8 | 1.3 | 0.1 | -0.3
BioA inh | -1.5 | -1.4 | -1.6 | 0.1 | 1.5 | 0.5 | 17 | 0.9 | 0.3 | -1.0
FBA Mtb inh | 66* | 1 | 0 | 0 | 2 | -1 | 4 | 4 | 3 | -5
Y pestis TopoI | 4 | 4 | 8 | 4 | 4 | -3 | -8 | -8 | -6 | 9
GDH-TPI counter | 4 | 1 | -5 | 12 | -5 | 0 | 7 | 24 | -1 | 2
Mtb UGM inh | -0.2 | 1.1 | 3.2 | -3.3 | 1.9 | 3.6 | 1.3 | -0.3 | 3.3 | -0.7

21. CCOc1ccc(CNC(=O)C2CCCN(S(=O)(=O)N3CC(C)CC(C)C3)C2)cc1OC (stereo unspecified)
22. Cn1cc([N+](=O)[O-])c(C(=O)NCc2ccccc2)n1
23. Cc1ccc(S(=O)(=O)Nc2c(C)nc3nc(C)[nH]n3c2=O)c(C)c1
24. CS(=O)(=O)c1ccc(Cl)c(NC(=O)CCCc2nc3ccccc3c(=O)[nH]2)c1
25. Cc1cccc(NNC(N)=S)c1
26. CCOC(=O)Cn1c(=O)oc2cc(S(=O)(=O)N3CCN(C(=O)c4ccco4)CC3)ccc21
27. COc1ccc(NC(=O)CN(C)C(=O)CCSc2ccc(C)cc2)cc1
28. CCOc1ncccc1C(=O)N(C)CC(=O)Nc1ccc(F)cc1
29. O=C(Nc1ccc(Cl)c(Cl)c1)Nn1cnnc1
assay / entry | 21 | 22 | 23 | 24 | 25 | 26 | 27 | 28 | 29
TcdB GH inh | -0.1 | 0.2 | -0.3 | 1.4 | -1.7 | 0.1 | 0.8 | 1.5 | 0.5
BH1578 lux ind | -3.8 | 0.5 | -0.2 | i | -0.3 | 0.3 | -0.6 | -0.4 | -0.6
FadD28 binding | 0.1 | -4.7 | -0.5 | -1.8 | 0.5 | -3.5 | -0.1 | -4.8 | 0.0
PfHsp40 yeast | 0.7 | -0.3 | 1.2 | 0.7 | 0.5 | 0.8 | -0.7 | 0.4 | -1.5
BioA inh | -1.0 | . | -1.0 | . | . | . | 1.5 | -2.4 | -1.3
FBA Mtb inh | 1 | 1 | -2 | 1 | -3 | 5 | 4 | 1 | 3
Y pestis TopoI | 10 | 0 | 4 | 3 | -3 | 0 | 15 | -2 | -6
GDH-TPI counter | 6 | 4 | -4 | 3 | 4 | -9 | -7 | -5 | 5
Mtb UGM inh | 1.2 | 1.5 | 1.2 | -2.1 | -0.1 | 1.3 | 0.5 | 5.2 | 3.7

Of the compounds above, 10 contain four or more nitrogen atoms.
1. CC1=C(C(=O)N(C(C)C)C(C)C)CC(CC(=O)NC(c2ccccc2)c2ccccc2)C(=O)N1CCCN1CCCC1=O (stereo unspecified)
3. CCCn1c(SCC(=O)Nc2ccc(OCC)cc2)nnc1C(C)C
5. O=C(CN(C(=O)Cn1nnc(-c2ccc(F)cc2)n1)c1ccc(F)cc1)NC1CCCC1
6. N#Cc1nc(-c2cccc3ccccc23)oc1NCCN1CCOCC1
10. c1ccc(COn2c(-c3ccccc3)nc3c2CCc2nonc2-3)cc1
15. Cc1cc(C)c(-n2[nH]nnc2=S)c(C)c1
17. S=c1[nH]nc(COc2ccccc2)n1/N=C/c1ccc(Br)s1
22. Cn1cc([N+](=O)[O-])c(C(=O)NCc2ccccc2)n1
23. Cc1ccc(S(=O)(=O)Nc2c(C)nc3nc(C)[nH]n3c2=O)c(C)c1
29. O=C(Nc1ccc(Cl)c(Cl)c1)Nn1cnnc1
assay / entry | 1 | 3 | 5 | 6 | 10 | 15 | 17 | 22 | 23 | 29
TcdB GH inh | 0.5 | . | -5.2 | 1.9 | . | 0.4 | . | 0.2 | -0.3 | 0.5
BH1578 lux ind | . | 7.7 | -9.4 | -0.4 | -1.5 | -0.8 | . | 0.5 | -0.2 | -0.6
FadD28 binding | -5.5 | 1.6 | -0.2 | -0.1 | -0.3 | -0.8 | -0.6 | -4.7 | -0.5 | 0.0
PfHsp40 yeast | . | -1.4 | 0.9 | -0.6 | -0.3 | -0.9 | 6.8 | -0.3 | 1.2 | -1.5
BioA inh | -1.7 | -0.6 | -0.2 | 0.9 | -1.8 | 1.5 | 17 | . | -1.0 | -1.3
FBA Mtb inh | -3 | 8 | -2 | 122* | 53* | 2 | 4 | 1 | -2 | 3
Y pestis TopoI | . | 9 | 17 | 15 | 4 | 4 | -8 | 0 | 4 | -6
GDH-TPI counter | . | 6 | -7 | 33* | 0 | -5 | 7 | 4 | -4 | 5
Mtb UGM inh | . | -2.3 | 2.6 | -0.7 | -0.1 | 1.9 | 1.3 | 1.5 | 1.2 | 3.7
